# High-throughput results as filed in PubChem.
# FXIa inh – human FXIa protease inhibitors, primary screen, biochemical, 1536-well; Coagulation factor XI (Homo sapiens), P03951; inhibition, % at 5 µM; purified FXIa, Boc-Glu-Ala-Arg-AMC fluorogenic substrate; actives 0.14% (n = 220,000);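 active = inhibition of at least 40%; inactive = inhibition below 40%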;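 note: fluorescence of freed AMC excited at 355 nm; 0% = enzyme without compound and 100% = no enzyme blank; many of its hits are not listed in these tables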
# KCC2 mod – KCC2 cotransporter modulators, thallium flux, primary screen, cell-based, HEK293 KCC2, FluoZin-2 fluorescence, MLSMR; Solute carrier family 12 member 5 (Homo sapiens), Q9H2X9; KCC2 cells, thallium flux FluoZin-2 fluorescence; B-score of Tl+ flux slope (higher = more flux/activation; lower = inhibition) at 10 µM; AID 1456, 2008; actives 2.2% (n = 190,000);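 active = thallium flux slope and its plate-corrected score both differing from the plate sample mean at a set confidence after two filtering rounds, in either direction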;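 note: slope of fluorescence scaled to starting intensity during 10 to 20 s after thallium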
# Furin inhibitor – human furin inhibitors, primary screen, biochemical, fluorescence intensity; actives 0.061% (n = 220,000); AID 463115, 2010; inhibition, % at 30 µM; purified furin, fluorogenic substrate cleavage; P09958; in the data active = inhibition above about 25%; note: inactives centre near -15
# Thrombin inh – human alpha-thrombin inhibitors, primary screen, counter-screen for coagulation protease inhibitor project, biochemical, 1536-well, fluorogenic AMC substrate; Boc-VPR-AMC fluorogenic substrate cleavage; AID 1046, 2008; actives 0.26% (n = 220,000); inhibition, % at 5 µM;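 active = inhibition at or above 40%; inactive = inhibition below 40%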;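 note: 0% = enzyme with no compound and 100% = wells without enzyme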
#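 Test system: human alpha-thrombin protein / Dosing: one concentration per compound, 5 µM, with 0.2% DMSO / Medium: pH 7.5 Tris-saline with Tween 20 / Benchmarks: no-compound enzyme wells and no-enzyme blanks / Read-out basis: percent inhibition of thrombin substrate cleavage / Timing: reaction at room temperature / Measured by: fluorescence, ex 355 nm, em 460 nm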
# KLK5 inh – human KLK5 protease inhibitors, primary screen, biochemical, 1536-well; Kallikrein-5 (Homo sapiens), Q9Y337; recombinant hK5, fluorogenic AMC substrate cleavage; inhibition, % at 5 µM; actives 0.59% (n = 210,000); AID 873, 2007;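 active = inhibition of 40% or more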;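 note: 0% = enzyme controls without compound and 100% = no-enzyme blanks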
# Target sequence (Q9Y337 67-293 limits assumed): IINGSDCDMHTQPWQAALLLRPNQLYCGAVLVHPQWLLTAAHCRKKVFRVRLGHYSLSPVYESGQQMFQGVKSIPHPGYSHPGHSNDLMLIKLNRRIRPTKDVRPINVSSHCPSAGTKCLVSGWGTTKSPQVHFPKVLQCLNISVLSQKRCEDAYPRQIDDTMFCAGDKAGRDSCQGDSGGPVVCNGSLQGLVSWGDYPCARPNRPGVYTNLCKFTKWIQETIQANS
# Wee1 degr inh – Wee1 degradation inhibitors, primary screen, cell-based, HeLa, Wee1K328M-luciferase, luminescence; actives 1.2% (n = 220,000); reporter increase, % at 5 µM; HeLa Luc-Wee1K328M stability; 100% = proteasome inhibitor MG132 effect;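 active = activation above the mean of all tested compounds plus 3 SD, set per screening run, cut at about 8.8% in these data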;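 note: cells exposed to compound for 20 h before luminescence read; 0% = DMSO alone and 100% = MG132 at 30 µM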
# p97 inhibitor – inhibitors of human p97 ATPase, primary screen, biochemical; actives 0.42% (n = 220,000); Transitional endoplasmic reticulum ATPase (Homo sapiens), P55072; inhibition, % at 8 µM; recombinant p97 ATPase, Kinase-Glo ATP luminescence, 3 h; in the data active = inhibition above about 15%;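 note: 0% = DMSO vehicle and 100% = wells lacking enzyme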
# FXIIa inh – human FXIIa protease inhibitors, primary screen, biochemical, 1536-well. Coagulation factor XII (Homo sapiens), P00748. purified FXIIa, Boc-QGR-AMC fluorogenic substrate, 2 h. inhibition, % at 5 µM. actives 0.3% (n = 220,000). AID 800, 2007; in the data active = inhibition above about 40%;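 note: 0% = enzyme with no compound and 100% = blank without enzyme; many of its hits are not listed in these tables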
# Target sequence (P00748 20-372 limits assumed): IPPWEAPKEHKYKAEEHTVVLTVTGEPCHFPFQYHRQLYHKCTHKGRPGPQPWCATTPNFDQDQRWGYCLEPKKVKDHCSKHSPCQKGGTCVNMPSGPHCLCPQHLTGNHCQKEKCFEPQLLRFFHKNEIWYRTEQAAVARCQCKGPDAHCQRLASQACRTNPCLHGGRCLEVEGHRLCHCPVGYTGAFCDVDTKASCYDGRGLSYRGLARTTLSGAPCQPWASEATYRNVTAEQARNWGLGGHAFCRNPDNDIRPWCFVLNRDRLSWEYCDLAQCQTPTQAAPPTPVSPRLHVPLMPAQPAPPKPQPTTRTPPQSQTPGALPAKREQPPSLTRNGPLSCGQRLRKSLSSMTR
# Target sequence (P00748 373-615 limits assumed): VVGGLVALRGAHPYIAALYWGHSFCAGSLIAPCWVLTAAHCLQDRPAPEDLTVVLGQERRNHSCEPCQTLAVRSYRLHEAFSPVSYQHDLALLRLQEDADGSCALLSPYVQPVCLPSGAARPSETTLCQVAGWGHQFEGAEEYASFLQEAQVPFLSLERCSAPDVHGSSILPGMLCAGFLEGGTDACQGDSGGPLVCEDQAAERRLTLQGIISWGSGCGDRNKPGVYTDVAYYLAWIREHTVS
# PERK inhibitor – block of dimerizer-induced PERK translation repression, primary screen, PERK inhibitor project, CHO PERK-DD cells, SEAP luminescence, HTS; Eukaryotic translation initiation factor 2-alpha kinase 3 (Homo sapiens), Q9NZJ5; CHO PERK-DD fusion, SEAP luminescence translation reporter; inhibition, % at 5.6 µM; actives 0.17% (n = 220,000); AID 1416, 2008;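 active = inhibition above the mean inhibition of all tested compounds plus 3 SD, set separately per screening campaign, cut at about 2.9% in these data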;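 note: PERK kinase domain activated by AP20187 dimerizer at 100 nM; 0% = DMSO with dimerizer and 100% = rapamycin at 8.4 µM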
# Numbers without * were called inactive; i = inactive; x = no result given; [ ] = remark or other dose.
SMILES,FXIa inh,KCC2 mod,Furin inhibitor,Thrombin inh,KLK5 inh,Wee1 degr inh,p97 inhibitor,FXIIa inh,PERK inhibitor
CN(C(=O)C1CCOC1)c1nnc(C2CCOC2)s1 (stereo not drawn),-4,-0.039,-24,-3,-24,2,-7,3,-0.2
COC(=O)NCc1ccc2c(c1)OCO2,-24,-0.13,-28[20 µM],-4,4,-2,4,10,1.2
COc1ccc(-c2cc(C(=O)Nc3ccccc3N3CCOCC3)c3ccccc3n2)cc1OC,-1,-0.21,-5,-11,-5,-3,5,5,0.1
Cc1ccccc1-c1noc(CCC(=O)NCC2CCCO2)n1 (stereo not drawn),-9,-0.1,-12[20 µM],7,3,3,-3,-12,0.1
CCOC(=O)Cc1c(C)nc2c(-c3ccccc3)c[nH]n2c1=O,-4,-0.75,-16,-3,-22,4,-4,6,-0.8
Cn1c(=O)c2c(nc(NCc3ccco3)n2CC(O)CO)n(C)c1=O (stereo not drawn),-5,-0.43,-14,-7,-5,-1,3,0,1.1
COc1ccc(/C=N/Nc2nnc(Cc3ccc(OC)c(OC)c3)c(=O)[nH]2)cc1OC,1,0.56,-10,-11,-11,-3,7,6,0.1
COc1ccc(-c2cc(CS(=O)(=O)c3ccccc3)on2)cc1,-2,-0.1,-18,6,-6,1,2,9,1.6
CCOc1cc(C=C2C(=O)c3ccccc3C2=O)ccc1OCC(=O)Nc1ccc(C)cc1,-6,i,-11,6,-7,1,2,1,0.5
Cc1ccc(S(=O)(=O)/N=C/N(C)C)cc1,7,-0.53,-18,-10,-26,0,5,7,0.4
CCCCOC(=O)CNc1n[nH]c(=S)[nH]c1=O,0,x,-13[20 µM],-3,-14,-3,-1,-5,0.1
CCOc1cc(S(=O)(=O)NCc2ccncc2)c(C)cc1C,-1,-0.064,-18,5,-5,8,2,7,0.9
CC1CCC(NC(=O)Cn2cc3c(n2)CCCC3)CC1 (stereo not drawn),-4,-2.3,-27,-8,-15,-1,2,7,1.7
O=C(CSCc1ccc(Cl)cc1)Nc1ccc(-c2nnc(-c3ccccc3)o2)cc1,-8,1.1,-13,11,-28,-1,0,1,0.0
CN(C)/C=N/c1cc(=O)n(C)c(=O)n1CC1CC1,1,0.65,-15,3,-2,4,-5,-1,-0.2
OC[C@H]1O[C@@H](Oc2cc(O)cc(/C=C/c3ccc(O)cc3)c2)[C@H](O)[C@@H](O)[C@@H]1O,x,0.46,x,x,x,2,8,x,1.9
Cc1cc(=O)n2[nH]c(N3C(=O)CCC3=O)nc2n1,-6,x,-29,-4,-9,-2,2,5,1.2
COc1cc(OC)cc(C(=O)Nn2cc(C(=O)N3CCN(C)CC3)c3ccccc3c2=O)c1,-11,x,-7,-10,-17,4,4,0,-0.2
Cc1ccn2cc(CCNC(=O)CC(C)(C)C)nc2c1,-4,0.43,0[20 µM],-4,10,3,1,-10,0.4
C=CCNc1nc(C)nc(OC)n1,-6,x,-17,-6,-5,-1,0,5,0.2
O=C(Nc1nc(SCc2ccc(F)cc2)ns1)c1ccco1,8,-3.7*,-23[20 µM],5,-4,2,4,16,1.0
CCOC(=O)c1ccc(NC(=O)c2ccc(OC(C)C)c(OC)c2)cc1,-2,0.5,-4,5,-16,-1,1,0,0.3
CC(CN1CCN(C)CC1)OC(=O)c1ccc(F)cc1 (stereo not drawn),33,0.07,-9,30,10,-3,-3,21,0.7
O=C(N/N=C/c1c(O)n(-c2ccc(Cl)cn2)c(=O)c2ccccc12)c1ccncc1,14,i,1,10,-35,5,-11,17,0.8
Cc1ncoc1C(=O)N1CCCC(C(=O)c2ccc(Oc3ccccc3)cc2)C1 (stereo not drawn),0,-2.1,-15,-2,x,-1,-2,6,0.2

# Another view of part of the listing above:
molecule | FXIa inh | KCC2 mod | Furin inhibitor | Thrombin inh | KLK5 inh | Wee1 degr inh | p97 inhibitor | FXIIa inh | PERK inhibitor
CN(C(=O)C1CCOC1)c1nnc(C2CCOC2)s1 (stereo not drawn) | -4 | -0.039 | -24 | -3 | -24 | 2 | -7 | 3 | -0.2
COC(=O)NCc1ccc2c(c1)OCO2 | -24 | -0.13 | -28[20 µM] | -4 | 4 | -2 | 4 | 10 | 1.2
COc1ccc(-c2cc(C(=O)Nc3ccccc3N3CCOCC3)c3ccccc3n2)cc1OC | -1 | -0.21 | -5 | -11 | -5 | -3 | 5 | 5 | 0.1
Cc1ccccc1-c1noc(CCC(=O)NCC2CCCO2)n1 (stereo not drawn) | -9 | -0.1 | -12[20 µM] | 7 | 3 | 3 | -3 | -12 | 0.1
CCOC(=O)Cc1c(C)nc2c(-c3ccccc3)c[nH]n2c1=O | -4 | -0.75 | -16 | -3 | -22 | 4 | -4 | 6 | -0.8
Cn1c(=O)c2c(nc(NCc3ccco3)n2CC(O)CO)n(C)c1=O (stereo not drawn) | -5 | -0.43 | -14 | -7 | -5 | -1 | 3 | 0 | 1.1
COc1ccc(/C=N/Nc2nnc(Cc3ccc(OC)c(OC)c3)c(=O)[nH]2)cc1OC | 1 | 0.56 | -10 | -11 | -11 | -3 | 7 | 6 | 0.1
COc1ccc(-c2cc(CS(=O)(=O)c3ccccc3)on2)cc1 | -2 | -0.1 | -18 | 6 | -6 | 1 | 2 | 9 | 1.6
CCOc1cc(C=C2C(=O)c3ccccc3C2=O)ccc1OCC(=O)Nc1ccc(C)cc1 | -6 | i | -11 | 6 | -7 | 1 | 2 | 1 | 0.5
Cc1ccc(S(=O)(=O)/N=C/N(C)C)cc1 | 7 | -0.53 | -18 | -10 | -26 | 0 | 5 | 7 | 0.4

# Going on with the list.
SMILES,FXIa inh,KCC2 mod,Furin inhibitor,Thrombin inh,KLK5 inh,Wee1 degr inh,p97 inhibitor,FXIIa inh,PERK inhibitor
O=C(NCCCCO)c1ccc2c3c(cccc13)CC2,2,0.35,-36,-1,x,-1,0,8,1.9
CCC(=O)Nc1ccc2c(c1)C(=O)c1ccccc1C2=O,7,-0.013,5[20 µM],3,-1,4,2,21,-0.6
COc1ccccc1NC(=O)C1=C(C)NC(SCC(=O)c2ccccc2)=C(C#N)C1c1ccco1 (stereo not drawn),11,-1.3,-19[20 µM],4,-12,3,4,12,0.0
Cc1cc(-c2nc(C)c(-c3nnc(SCC(=O)Nc4ccc(Cl)cc4)n3C)s2)no1,-8,-0.85,-26,-7,-1,3,0,-3,0.9
CSCCC(NC(=O)c1cccc(S(=O)(=O)N2CCOCC2)c1)C(=O)Nc1cccc(C)c1 (stereo not drawn),4,1.6,0,-7,-17,-1,-2,10,-1.2
O=C(COc1ncnc2ccccc12)c1ccc2c(c1)OCCO2,3,x,-18,0,2,3,-2,17,-0.6
Cc1onc(-c2ccccc2)c1C(=O)NC(=S)NNC(=O)c1ccncc1,-7,0.9,-22,-6,-68,-4,5,3,0.4
C/C(=N/Nc1ccc(F)cc1)c1ccc(Cl)s1,4,-0.8,-12,-11,-17,-2,2,15,0.2
COC(=O)c1ccc([N+](=O)[O-])cc1N1C(=O)C2C3CCC(C3)C2C1=O (stereo not drawn),-2,0.38,-21,-8,3,0,1,4,1.1
CCCNC(=O)COC(=O)c1ccc(-c2ccccc2)cc1,-2,0.8,-24,-12,7,-2,3,6,1.8
O=C(c1ccc2c3c(cccc13)CC2)C1CCCN(Cc2ccc(OCCO)cc2)C1 (stereo not drawn),-4,0.38,-23,-12,-3,-1,0,3,0.4
COc1ccc(OC)c(NC(=O)C2CCC(CNc3c(N4CCC(C)CC4)c(=O)c3=O)CC2)c1 (stereo not drawn),-1,-2.2,-32,-4,-1,0,1,9,0.7
O=C(NCc1ccco1)C(c1ccccc1F)N(CC1CCCO1)C(=O)Cn1nnc2ccccc21 (stereo not drawn),4,0.13,-8,3,-5,0,-3,16,-1.6
COCc1cc(=O)n2[nH]c(C)cc2n1,5,1.5,-13,-2,1,2,5,0,0.4
CC(C)Cn1c(-c2ccccc2)nc(=S)c2c1CCCC2,-4,0.74,-6[20 µM],0,0,5,-1,-3,0.1
Cc1ccc(-c2nnc3c4ccccc4c(C)nn23)cc1S(=O)(=O)N1CCN(CCO)CC1,0,-0.24,-21[20 µM],-4,2,0,-10,-1,-1.7
Cc1ccc(O)c(CNc2nc3ccccc3n2C)c1,5,0.59,-6[20 µM],4,-1,3,4,18,-0.1
COc1ccc(NC(=O)CCCc2c[nH]c3ccccc23)cc1OC,8,-1.2,-7,-4,-6,-1,-2,-3,-0.6
COc1cc(C(=O)Nc2ccc3c(c2)C(=O)N(CCC(=O)O)C3=O)cc(OC)c1OC,6,0.067,-14[20 µM],1,-28,3,2,14,0.8
Cc1ccc(NC(=O)Cn2nc(C)c3ccccc3c2=O)cc1,1,x,-14,3,-7,2,4,17,-1.2
CCOC(=O)/C(C#N)=C1/C(=O)N(Cc2ccccc2)c2ccccc21,-9,0.55,-10,-1,-14,4,1,0,1.3
CCOC(=O)c1c(C)c(C(=O)NCC2CCCO2)c(C)n1CC (stereo not drawn),-1,0.28,-16,-2,13,-4,-1,6,-0.1
COc1ccc(C(=O)Nc2ccc3oc(-c4cccc(Cl)c4)cc(=O)c3c2O)cc1,26,-0.0047,-24,-1,5,x,x,13,x
O=C(CN1C(=O)c2cccc3cccc1c23)N1CCN(c2cccc(Cl)c2)CC1,7,-0.04,-18[20 µM],-6,-3,-3,-4,8,0.1
CCOc1ccc(CCNC(=O)CSc2nn(-c3ccc(C)c(Cl)c3)c(=S)s2)cc1OCC,6,-2,-20,-4,1,3,4,9,1.4
# Other entries.
SMILES,FXIa inh,KCC2 mod,Furin inhibitor,Thrombin inh,KLK5 inh,Wee1 degr inh,p97 inhibitor,FXIIa inh,PERK inhibitor
CCC(=O)c1ccc(N2CCN(C(=O)c3ccccc3)CC2)c(F)c1,0,-1.9,-5,-7,2,1,-5,8,-0.2
S=C(NCc1ccccc1)NCc1cccc(CNC(=S)NCc2ccccc2)c1,17,-2.6,-9,-7,-16,0,2,19,0.0
OCC(O)CSc1nc(-c2ccccc2)nc2c1CCC2 (stereo not drawn),4,0.89,-19,-2,-6,-3,2,11,0.2
CC(C)CCN1CCN(Cc2ccsc2)CC1CCO (stereo not drawn),-1,-0.021,-22,-3,4,-2,1,10,-0.2
COc1ccccc1NC(=O)Nc1nn(C)c2cccc(N(C)C)c12,0,-1.8,-10,-1,1,-1,7,9,-2.3
O=C(Nc1ccc(N2CCOCC2)cc1)c1ccncc1,-1,-0.11,-9[20 µM],-4,-12,-2,-6,6,0.2
